Assay outcomes: PubChem, National Center for Advancing Translational Sciences (NCATS)
Lipid storage S3 – qHTS Assay for Lipid Storage Modulators in Drosophila S3 Cells; Drosophila S3 cells, BODIPY lipid droplet fluorescence, 18-24 h; cells fed with added oleic acid; Potency in µM for hits, for the others lipid storage change, negative = inhibition, % at the top dose, mostly 46.1 µM; 320,000 compounds, 0.64% hits; AID 2685, 2010; active = well fitted inhibition curve with a large enough effect in the signal ratio, with a control signal flat, not every such curve was filed as active; inconclusive = small, poorly fitted or top-dose-only effect, or effect the other way, or a change in a side signal; the % refers to the signal ratio
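Laser-scanning cytometry quantifies lipid droplet accumulation (500–530 nm total intensity; droplet/cell object ratio) in oleic acid-fed (400 uM added) Drosophila S3 cells treated with a concentration series. 20 uM Triacsin C defined 100% inhibition.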
Lipid storage S3 cell count max – second read-out of Lipid storage S3, no call of its own (marks repeat the call); cell number change, %; measured here: cell count max response;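 cells counted by Cell Tracker Red CMTPX staining in the red channel; peak over a dose series mostly up to 46.1 µM; percent activity relative to internal control wells on each plate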
Numbers without * were called inactive; i = inactive; ? = inconclusive; · = not tested or not shown. % is set by controls: 0 for no effect and ±100 for the full control effect; potency is the fitted concentration of half-maximal effect.

| SMILES | Lipid storage S3 | Lipid storage S3 cell count max |
| --- | --- | --- |
| COC(=O)c1ccc(C)c(NC(=O)CCSc2ccc(Cl)cc2)c1 | i | 23 |
| Cc1ccc(CN2CCN(Cc3cn(C(C)C)c4ccccc34)CC2CCO)o1 (stereo not drawn) | i | -1 |
| COc1ccccc1C1NC(c2ccccc2OC)C(C)C(=O)C1C (stereo not drawn) | ? | · |
| CCOc1ccc(N(CC(=O)NC2CC3CCC2C3)S(=O)(=O)c2ccc(C)cc2)cc1 (stereo not drawn) | ? | · |
| COc1cccc(NC(=S)NNC(=O)C(C)n2nc(C)c([N+](=O)[O-])c2C)c1 (stereo not drawn) | -1% | 11 |
| CCc1nccn1CCC(=O)NC1CC(C)(C)Cc2c1cnn2-c1cccc(F)c1 (stereo not drawn) | 5% | · |
| Cc1cccc(-n2c(SCC(=O)N3CC(=O)Nc4ccccc43)nc3ccccc3c2=O)c1 | i | 11 |
| CC1CN(C(=O)Cn2c(C(F)(F)F)nc3ccccc32)CC(C)O1 (stereo not drawn) | ? | · |
| c1ccc2c(c1)CC1(CCCC1)N=C2N1CCOCC1 | ? | · |
| CN(C)Cc1c(C(=O)N/N=C/c2ccc(-c3ccccc3)cc2)nnn1-c1nonc1N | 5% | -9 |
| CC(=O)Nc1ccc(NC(=O)C(C)OC(=O)C2CCCCC2)cc1 (stereo not drawn) | ? | · |
| COCCCN(C(=O)c1ccc(N2CCCC2=O)cc1)c1c(N)n(Cc2ccccc2)c(=O)[nH]c1=O | 21% | · |
| COCCCN(C(=S)Nc1cccc(Cl)c1)C(C)c1ccncc1 (stereo not drawn) | ? | · |
| COc1ccc(NC(=O)CCc2nc3ccccc3[nH]2)cc1 | ? | · |
| COC(C/C=C/C(=O)COCc1ccccc1)OC | -8% | -7 |
| CCOC(=O)c1c(NC(=O)CSc2n[nH]c(CNc3ccccc3)n2)sc(C)c1C | 19% | -2 |
| COc1ccc(N2C(=O)CSC2c2cccc(F)c2)cc1 (stereo not drawn) | ? | · |
| Cc1cc(C)cc(C(=O)/C=C2\NC(=O)CS2)c1 | -10% | · |
| CCOC(=O)[C@H]1[C@H]2COc3ccc(OC)cc3[C@@H]2N2C(=O)[C@H](C)NC(=O)[C@@]12C | ? | · |
| O=C(O)Cc1sc(Nc2ccccc2)nc1-c1ccc(Cl)cc1 | ? | · |
| O=C(Nc1cnccn1)Nc1ccccc1Cl | 7% | 0 |
| Cn1cncc1C#Cc1ccc2cc(CCCO)oc(=O)c2c1 | ? | · |
| Cc1ccc2nc(-c3ccc(O)cc3)oc2c1 | ? | · |
| COc1ccc(C(CCNCc2ccc(N(C)C)cc2)c2ccccc2OC)cc1 (stereo not drawn) | ? | · |
| CN(C)CCCCOc1cccc(Br)c1 | ? | · |
| Cc1ccc(NC(=O)CSc2nnc(-c3ccncc3)s2)cc1 | 38% | 6 |
| CS(=O)(=O)N(CC(=O)NC1CCCCCC1)Cc1ccc(Cl)cc1 | ? | · |
| COCCn1c(N)c(C(=O)NCc2cccs2)c2nc3ccccc3nc21 | ? | · |
| CN(Cc1nc2ccccc2n1C)C(=O)c1cccs1 | ? | · |
| CN(CCOc1ccccc1)C(=O)c1cc(COc2c(F)cccc2F)on1 | ? | · |
| CCc1nc(Nc2ccc(N3CCN(C(C)=O)CC3)cc2)c2oc3ccccc3c2n1 | -1% | -26 |
| COC(=O)c1c(-c2ccccc2)c(-c2ccccc2)nn(C)c1=O | ? | · |
| Cc1ccc(C(=O)NCCNC(=O)c2ccco2)cc1C | i | 20 |
| N#Cc1ccccc1NC(=O)COC(=O)COc1ccccc1[N+](=O)[O-] | ? | · |
| CC(=O)N(C1=C(O)c2ccccc2C(=O)C1=O)C1CCCCC1 | ? | · |
| O=C(CN1C(=O)CCC1=O)Nc1ccc(Br)cc1 | 4% | -10 |
| CCOC(=O)c1c(C)[nH]c(C(=O)N(C)Cc2cccc(OC)c2OC)c1C | i | 21 |
| COc1cc(OC)cc(-c2nnc(SCC(=O)N(C(C)C)C(C)C)o2)c1 | 4% | -25 |
| O=C(COc1cccc(C(F)(F)F)c1)NNC(=O)Cc1ccc(S(=O)(=O)N2CCOCC2)s1 | -16% | · |
| CN1CCN(S(=O)(=O)c2cccc(C(=O)Oc3ccccc3Cl)c2)CC1 | i | · |

One compound at a time, from the list above.
Record of O=C(CN1C(=O)CCC1=O)Nc1ccc(Br)cc1 → Lipid storage S3 = 4%; Lipid storage S3 cell count max = -10
Record of CCc1nc(Nc2ccc(N3CCN(C(C)=O)CC3)cc2)c2oc3ccccc3c2n1 → Lipid storage S3 = -1%; Lipid storage S3 cell count max = -26
Record of CN1CCN(S(=O)(=O)c2cccc(C(=O)Oc3ccccc3Cl)c2)CC1 → Lipid storage S3 = i; Lipid storage S3 cell count max = ·

(cont.)
| SMILES | Lipid storage S3 | Lipid storage S3 cell count max |
| --- | --- | --- |
| Cc1nc(-c2ccc(Cl)cc2)sc1C1(C)CC(c2c(Cl)cccc2Cl)=NO1 (stereo not drawn) | 19% | -13 |
| CCN(CC)Cc1c(O)ccc2c(-c3ccccc3)cc(=O)oc12 | ? | · |
| Cc1ccc(C(=O)OCc2nnc(-c3ccccc3)o2)o1 | ? | · |
| CCCCN(CCCC)CCCNC(=O)c1ccc2nc(-c3ccccc3NC(C)=O)c(=O)[nH]c2c1 | -5% | -6 |
| Cc1c(CN2CCC(n3nccc3NC(=O)C3CCOC3)CC2)[nH]c2ccccc12 (stereo not drawn) | ? | · |
| Fc1ccc2nc(Nc3nc4c(F)cc(F)cc4s3)sc2c1 | ? | · |
| CCC(=O)NC(NC(=S)Nc1c(C)n(C)n(-c2ccccc2)c1=O)C(Cl)(Cl)Cl (stereo not drawn) | -11% | 0 |
| Nc1nc(-c2ccco2)nn1C(=O)c1ccc([N+](=O)[O-])cc1 | 13% | 2 |
| COc1ccc(N2CC(C(=O)Nc3ccc(S(=O)(=O)Nc4nccs4)cc3)CC2=O)cc1 (stereo not drawn) | ? | · |
| CCOc1ccc(S(=O)(=O)Nc2nc3ccccc3nc2-n2ccc(=NC(=O)c3ccccc3C)cc2)cc1 | -19% | -1 |
| CCCN(CCC)C(=O)C1CCCN(S(=O)(=O)c2ccc3c(c2)oc(=O)n3C)C1 (stereo not drawn) | -22% | 12 |
| Cc1cccc(CCNC(=O)CCNS(=O)(=O)c2cc(Br)cnc2N)c1 | ? | · |
| COc1ccccc1C(=O)NCC(=O)N/N=C(\C)Cc1ccccc1 | ? | · |
| CCN(CC)S(=O)(=O)c1csc(C(=O)NCc2ccccc2)c1 | -7% | 16 |
| Cc1ccccc1-c1noc(-c2ccccc2F)n1 | ? | · |
| CC(=O)c1cccc(NC(=O)N2CCCC2C(=O)Nc2cc(C)ccc2C)c1 (stereo not drawn) | -7% | -8 |
| O=C(Nc1ccccc1)C(=O)Nc1ccccn1 | 5% | -12 |
| CCc1c(C(=O)Nc2ccccc2)c(C)[nH]c(=S)c1C#N | -5% | 17 |
| CCOc1ccc2[nH]c(=O)c(CN(Cc3cccs3)Cc3nnnn3C(C)(C)C)cc2c1 | ? | · |
| CS(=O)(=O)N(CC(=O)NCCSCc1ccco1)c1ccc(Cl)cc1 | 14% | 10 |
| CCOc1ccc2nc(Cl)c(C3CC(c4ccccc4)=NN3C(=O)c3ccco3)cc2c1 (stereo not drawn) | ? | · |
| Cc1cc(O)c(/C=N/c2ccccn2)c(=O)o1 | ? | · |
| Cc1ccc(NC(=O)/C=C/c2ccc3c(c2)OCO3)cc1S(=O)(=O)N1CCOCC1 | ? | · |
| CCOc1ccc(OCC)c(NC(=O)C2CCCN(S(=O)(=O)c3cccs3)C2)c1 (stereo not drawn) | ? | · |
| Cc1cc(C)c(C)c(S(=O)(=O)N2C(=S)NC(=O)C2CC(C)C)c1C (stereo not drawn) | i | -8 |
| N#Cc1ccc(OCC(=O)N2CCN(S(=O)(=O)c3cccs3)CC2)cc1 | ? | · |
| CC(N=c1ccccn1C(=O)Nc1ccc(F)cc1)c1ccco1 (stereo not drawn) | 0% | 15 |
| CC1CCN(CCCCOc2ccc(F)cc2)CC1 | ? | · |
| COc1ccc(OS(=O)(=O)Cc2ccccc2)cc1 | ? | · |
| Cc1c(N=C2SCC(=O)N2/N=C/c2ccccc2Cl)c(=O)n(-c2ccccc2)n1C | ? | · |

Another view of some results above:
SMILES: N#Cc1ccc(OCC(=O)N2CCN(S(=O)(=O)c3cccs3)CC2)cc1
  Lipid storage S3 = ? | Lipid storage S3 cell count max = ·

SMILES: CC(N=c1ccccn1C(=O)Nc1ccc(F)cc1)c1ccco1 (stereo not drawn)
  Lipid storage S3 = 0% | Lipid storage S3 cell count max = 15

SMILES: CC1CCN(CCCCOc2ccc(F)cc2)CC1
  Lipid storage S3 = ? | Lipid storage S3 cell count max = ·

(more compounds)
| SMILES | Lipid storage S3 | Lipid storage S3 cell count max |
| --- | --- | --- |
| CN(C)c1nc(N)nc(Nc2ccccc2C#N)n1 | ? | · |
| CN1CCC(=O)N([C@H](CSc2ccccc2)Cc2ccccc2)CC1 | ? | · |
| COc1ccc(Cl)cc1NC(=S)N(Cc1cccnc1)Cc1ccco1 | ? | · |
| COc1ccc(OC)c(-c2cc(C(=O)Nc3c(C)nn(Cc4ccc(Cl)cc4)c3C)no2)c1 | ? | · |
| Cn1c(CCNC(=O)c2ccco2)nc2cc(NS(=O)(=O)c3ccc(Cl)cc3)ccc21 | ? | · |
| COc1ccc(C)cc1-n1cnnn1 | 6% | 14 |
| COc1ccc(/C(C)=N/NC(=O)c2ccc(CSc3nncn3C)cc2)cc1 | ? | · |
| C/C(=N\OCc1ccccc1C#N)c1cc2ccccc2o1 | ? | · |
| C=CCn1c(SCC(=O)Nc2ccc3c(c2)OCO3)nc2ccccc2c1=O | i | -5 |
| Cc1cc(C)c2sc(NC(=O)c3ccc(N4C(=O)CCC4=O)cc3)nc2c1 | ? | · |
| CC(=O)NC(c1ccc(Cl)cc1)c1c(O)ccc2ccc(O)cc12 (stereo not drawn) | ? | · |
| CCOC(=O)N/N=C(/C)c1ccc([N+](=O)[O-])o1 | -12% | -4 |
| CCOC(=O)c1sc(N)c(C#N)c1COC(=O)CNC(=O)c1ccccc1 | ? | · |
| CCC1=C(OC(=O)N(CC)CC)N2C(=O)OC(=NCC3CC3)[C@]2(Cc2ccccc2)[C@H]2C1=CC[C@H]1C(=O)N(c3ccccc3)C(=O)[C@H]12 | 0% | -4 |
| CCN(CC)S(=O)(=O)c1ccc(N(C)C)c(NC(=O)CSCc2c(C)noc2C)c1 | -18% | 3 |
| COC(=O)Cc1ccc(NC(=S)NCc2ccccc2)cc1 | -3% | -8 |
| COc1nc(-c2ccccc2)ccc1-c1noc(-c2ccccc2)n1 | i | 28 |
| CC1CCN(c2nc3c(c(=O)[nH]c(=O)n3C)n2CCCc2ccccc2)CC1 | ? | · |
| CCOc1ccccc1NC(=O)C1CCCN(C(=O)NCc2ccccc2)C1 (stereo not drawn) | ? | · |
| CCN(CC)S(=O)(=O)c1ccc(OC)c(NS(=O)(=O)Cc2ccccc2)c1 | -23% | 1 |
| Cc1sc2ncnc(N)c2c1C | 10% | 7 |
| CN1CCCCc2c1nc1c(c2N)CCCC1 | ? | · |
| CC1CN(C(=S)Nc2ccc(Br)cc2Cl)CC(C)O1 (stereo not drawn) | 17% | 16 |
| Cn1c(SCC(=O)OC2CCCCC2)nnc1-c1ccco1 | -4% | -2 |
| CC(=O)c1cccc(NC(=O)c2cc(-c3cccs3)on2)c1 | ? | · |
| CC(=O)N1[C@H](Cc2ccccc2)C=C[C@]1(C)C(=O)NCCN1CCOCC1 | ? | · |
| CCOC(=O)c1c(-c2cccc([N+](=O)[O-])c2)csc1NC(=O)CCCOc1ccccc1 | ? | · |
| O=S(=O)(c1ccc2c(c1)OCCO2)N1CCN(Cc2ccccc2)CC1 | ? | · |
| NC(=O)c1cc(C(=O)c2ccc(Cl)cc2)c[nH]1 | ? | · |
| S=C(NC1CCCC1)N1CCN(C/C=C/c2ccccc2)CC1 | ? | · |
| O=C(O)c1ccc(COc2ccc3c(c2)CCC3)cc1 | ? | · |
| Cc1cc(C(=O)NNC(=S)NCC(C)C)cs1 | ? | · |
| Cc1ccc2c(c1)cc1c(=O)n(CC(=O)NCCN3CCCC3)nc(C)n12 | ? | · |
| CC(CC(=O)Nc1ccc(S(=O)(=O)N2CCOCC2)cc1)c1ccccc1 (stereo not drawn) | ? | · |
| O=C(CN1CCCCCC1)Nc1ccc(Br)cc1Br | -10% | -18 |
| CCOC(=O)c1sc2nc(SC)nc(-c3ccc(Cl)cc3)c2c1N | -6% | -2 |
| CCn1c(CSc2nnc(-c3cccnc3)n2-c2ccccc2C)nc2cc(C(=O)O)ccc21 | ? | · |
| CN1CCN(CC(O)COCc2ccc3c(c2)OCO3)CC1 (stereo not drawn) | ? | · |
| CCCCNC(=O)Cc1cc(=O)[nH]c(=O)[nH]1 | 0% | 16 |
| O=C1c2oc3ccccc3c(=O)c2C(c2ccc(O)cc2)N1c1nccs1 (stereo not drawn) | 7% | 6 |
| Cc1ccccc1NC(=O)c1cccc2c1C(=O)N(C1CCCCC1)C2 | 17% | -6 |
| CC(C)OC(=O)c1ccc(NC(=O)CSc2nc3ncccc3[nH]2)cc1 | ? | · |
| O=C(NCCN1CCOCC1)c1cccc(Cl)c1 | 8% | 12 |
| CCOC(=O)C(C)Sc1nnc(NC(=O)c2ccc(C)c([N+](=O)[O-])c2)s1 (stereo not drawn) | ? | · |

A portion of the library, so the mix of outcomes need not match the whole.
